Screens from PubChem BioAssay.
H9c2 protect – myocardial damage modulation in H9c2 cells; H9c2 cardiomyocytes, H2O2 injury protection, ATPLite, 2 h; protection from H2O2 cell death, % at 20 µM; hit rate 0.63% among 360,000; AID 588492;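 active = compounds giving at least 50% protection of heart cells from peroxide-induced death in the single-dose screen, raw or plate-pattern-corrected value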;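 also: 0% = DMSO wells with peroxide and 100% = DMSO wells without peroxide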
Exocytosis inh – lytic granule exocytosis inhibition; TALL-104 LAMP-1 surface exposure, flow cytometry; cells stimulated with thapsigargin and PMA; hit rate 0.66% among 360,000; inhibition, % at 10 µM; AID 651702;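 active = inhibition above about 55%, limit read from the data; inconclusive = no clear call, values can overlap the other calls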
iPSC survival up – hiPSC single-cell survival enhancement; hit rate 0.044% among 360,000; ATPlite luminescence; 100% = ROCK inhibitor wells, 0% = DMSO; AID 602274; survival enhancement, % at 20 µM; in the data active = survival enhancement above about 18%;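 also: cells exposed to compounds for 16 hours before the ATP read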
ABHD5-PLIN5 inh – blocks binding of human ABHD5 to perilipin-5; Split G. princeps luciferase complementation, luminescence, 4 h; inhibition, % at 4 µM; hit rate 0.78% among 360,000; AID 602281;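 active = inhibition above the mean inhibition across every tested compound plus 3 SD, cut at about 22% in these data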;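 also: 0% = DMSO only wells and the 100% control is not disclosed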
ABCB6 inh MLPCN – human ABCB6 transporter inhibition; hit rate 0.19% among 360,000; AID 602162; K562-ABCB6 porphyrin accumulation, flow cytometry, 1 h; active compounds read low; fluorescence ratio to DMSO, % at 10 µM;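 active = fluorescence ratio to DMSO below 75%, the collection mean minus 3 SD; inconclusive = too few cells collected in the well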;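 also: signal is porphyrin accumulated inside mitochondria; 100% equals median channel fluorescence of DMSO control wells; lower ratio means ABCB6 inhibition with less porphyrin fluorescence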
MC4R ag barr – agonists of human melanocortin 4 receptor (MC4R) beta-arrestin. P32245. U2OS MC4R beta-arrestin complementation, luminescence; percent of melanotan II response, DMSO zero. activation, % at 8.9 µM. hit rate 0.98% among 360,000. AID 540308;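 active = activation above a per-plate cutoff, the mean activation of sample wells on that plate plus 3 SD, cut at about 8% in these data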
Target sequence (P32245 whole entry, looked up): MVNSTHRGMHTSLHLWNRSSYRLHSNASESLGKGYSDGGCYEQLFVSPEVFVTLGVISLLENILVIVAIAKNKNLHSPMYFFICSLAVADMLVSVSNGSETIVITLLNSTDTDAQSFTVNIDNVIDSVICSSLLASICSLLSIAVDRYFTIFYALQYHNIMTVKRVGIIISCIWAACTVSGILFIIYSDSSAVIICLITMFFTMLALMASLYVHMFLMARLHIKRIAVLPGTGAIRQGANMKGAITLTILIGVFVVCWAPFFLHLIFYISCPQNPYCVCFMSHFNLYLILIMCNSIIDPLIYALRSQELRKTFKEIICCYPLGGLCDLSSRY
N-glyco inh – blocks N-linked glycosylation in D54 reporter cells | D54 ERlucT glycosylation luciferase reporter, 24 h; percent of 100 nM tunicamycin response | reporter increase, % at 12.5 µM | hit rate 0.23% among 360,000 | AID 588692;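 active = mean luciferase reporter signal, scaled so untreated is 0 and the glycosylation-blocking control 100, at or above a set limit in every replicate; inconclusive = mean reaches the limit but not every replicate does; inactive = mean below the limit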;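 also: luciferase carries N-glycosylation sites so blocking glycosylation raises the light; 0% = median of neutral control wells and 100% = median of 100 nM tunicamycin wells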
m5-HT2A agonist – agonists of mouse serotonin 5-HT2A receptor (HTR2A); P35363; CHO-K1 mHTR2A beta-arrestin complementation, luminescence; percent of 30 µM serotonin response; activation, % at 7.6 µM; hit rate 0.66% among 360,000;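 active = activation above a run cutoff, the mean activation of all tested compounds plus 3 SD, cut at about 14% in these data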;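 also: 0% = plate median of compound wells and 100% = 30 µM serotonin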
Target sequence (P35363 whole entry, looked up): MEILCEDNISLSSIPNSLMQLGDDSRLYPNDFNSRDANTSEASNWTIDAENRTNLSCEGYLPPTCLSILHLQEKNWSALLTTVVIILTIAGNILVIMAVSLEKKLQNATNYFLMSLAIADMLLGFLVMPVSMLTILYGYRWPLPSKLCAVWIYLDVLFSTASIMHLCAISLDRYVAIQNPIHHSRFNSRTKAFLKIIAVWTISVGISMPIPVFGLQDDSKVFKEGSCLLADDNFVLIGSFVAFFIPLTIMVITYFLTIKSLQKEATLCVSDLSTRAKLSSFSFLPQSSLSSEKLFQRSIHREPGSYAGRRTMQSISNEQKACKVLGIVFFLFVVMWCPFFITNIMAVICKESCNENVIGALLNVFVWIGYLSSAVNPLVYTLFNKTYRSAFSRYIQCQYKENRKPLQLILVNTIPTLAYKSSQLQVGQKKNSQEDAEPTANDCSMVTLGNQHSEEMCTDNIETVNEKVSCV
aDG glyco act – increases alpha dystroglycan glycosylation | Pro5-aDG cells, alpha-DG glycosylation AlphaScreen (IIH6); 0% Pro5, 100% B10-LARGE cell signal | activation, % at 10 µM | hit rate 0.22% among 360,000;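 active = activation of at least 8% versus controls, or a plate z-score of at least 8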;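 also: Pro5 are CHO cells carrying HIG-tagged alpha-DG that lacks glycosylation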
MC4R antag cAMP – blocks human MC4R cAMP signaling | P32245 | MC4R-expressing cells, MTII-stimulated cAMP, LANCE TR-FRET | inhibition, % at 6.5 µM | hit rate 0.48% among 360,000;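 active = inhibition above its plate's cutoff, the mean of tested wells on that plate plus 3 SD, cut at about 29% in these data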;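 also: 0% = Melanotan II alone and 100% = Melanotan II plus saturating MCL0020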
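system = U2OS cells with stable human MC4R expression | also added = Melanotan II challenge after compound preincubation | dosing = one concentration, 6.5 µM nominal | incubation = compound 30 min, challenge 1 h, detection 1 h | measured by = TR-FRET with Eu-cAMP and labeled anti-cAMP, 671 nm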
* hit, by the source's call; ? = inconclusive; nt = not tested or not shown.

SMILES	H9c2 protect	Exocytosis inh	iPSC survival up	ABHD5-PLIN5 inh	ABCB6 inh MLPCN	MC4R ag barr	N-glyco inh	m5-HT2A agonist	aDG glyco act	MC4R antag cAMP
CC1CCc2nc(NC(=O)C3CCCO3)sc2C1 (stereo not drawn)	-4	1	-0.5	-6	101	3.6	-16	-1	-0.1	16
CCCCN1C(=O)C(CC(=O)NC2CCCCC2)CC(C(=O)N(C(C)C)C(C)C)=C1C (stereo not drawn)	-1	-3	1.4	5	97	-0.9	0	0	0.2	-2
Cc1cc(C)cc(NC(=S)NCCN2CCOCC2)c1	-6	-1	1.5	-2	105	-1.5	4	-2	-0.2	0
Cc1onc(-c2ccccc2Cl)c1C(=O)NCC(=O)O	2	1	1.6	0	102	-0.3	3	4	0.0	0
COc1cc(C(=O)NC(=S)NCc2ccco2)cc(OC)c1OC	8	-4	-1.8	10	103	-1.2	2	-2	-0.1	5
CCC(NS(=O)(=O)c1c(C)[nH]c(=O)[nH]c1=O)C12CC3CC(CC(C3)C1)C2 (stereo not drawn)	-9	0	-0.6	-10	85	-1.6	1	4	-0.5	-2
OC(CNCc1ccco1)Cn1c2ccc(Br)cc2c2cc(Br)ccc21 (stereo not drawn)	-23	78*	0.2	8	103	6.0	-2	0	-0.5	-3
CC(=O)c1cccc(NC(=O)[C@@H](NC(N)=O)C(C)C)c1	7	-6	0.6	7	95	-1.5	1	6	-0.1	-4
CC(C)Cc1nnc(NS(=O)(=O)c2ccc([N+](=O)[O-])cc2)s1	3	-5	-0.6	2	99	0.0	-1	-3	-0.1	13
O=C(/C=C/c1ccc2c(c1)OCO2)c1ccco1	4	0	-1.9	18	102	0.6	3	1	0.3	-4
O=C(Cn1cnc2c(nnn2Cc2ccc(F)cc2)c1=O)NCc1ccc2c(c1)OCO2	-1	1	-0.9	9	96	-1.1	2	7	-0.1	-4
CCCn1c(NC(=O)CN2C(=O)NC3(CCCC3)C2=O)nc2ccccc21	0	2	0.2	6	101	1.1	0	2	-0.3	7
COc1ccc(CNc2nc(=S)[nH]c3cc(OC)c(OC)cc23)cc1	0	-3	0.2	-6	100	-0.5	5	6	0.0	4
CCCCCNC(=O)c1[nH]c(C(F)(F)F)nc1-c1ccccc1	0	5	-0.2	4	98	nt	-2	0	0.0	nt
COc1ccc(C(=O)COC(=O)CCN2C(=O)C3C4CC(C(Br)C4Br)C3C2=O)cc1 (stereo not drawn)	5	-4	-3.6	-4	96	2.6	2	8	-0.2	-6
CCN(Cc1ccccc1)S(=O)(=O)c1cc(C(=O)O)ccc1OC	4	-1	-0.6	1	96	-1.4	1	2	-0.5	4
CCOC(=O)c1c(NS(C)(=O)=O)sc2c1CCC(C)C2 (stereo not drawn)	-5	0	9.7	-12	97	1.3	-1	8	0.0	8
C=CCn1c(CCC(O)COCCC)n[nH]c1=S (stereo not drawn)	-1	-3	0.3	6	96	0.1	2	8	0.5	5
CC(c1ccc(Br)cc1)N1CC23C=CC(O2)C(C(=O)O)C3C1=O (stereo not drawn)	12	1	-0.5	4	104	-1.3	0	0	0.0	2
C/C(=N\Nc1ccc(C(=O)O)cc1)c1ccc(Cl)s1	1	-4	-0.4	-6	98	1.2	-13	8	-0.2	11
CCC(CO)NCc1ccc(OC2CCCC2)cc1 (stereo not drawn)	3	0	-1.0	-6	98	-0.1	-2	-4	0.4	-2
N=c1c(C(=O)NCC2CCCO2)cc2c(=O)n3ccccc3nc2n1Cc1cccnc1 (stereo not drawn)	-1	-2	2.3	1	83	-1.3	-1	-2	0.0	5
CC(C)(CO)NS(=O)(=O)c1ccc2c(c1)C(=O)c1cc(S(=O)(=O)NC(C)(C)CO)ccc1-2	-2	-1	0.1	0	101	-0.7	3	-5	0.1	8
Cc1cc2oc(=O)cc(CN(C)Cc3ccc(OC(F)F)cc3)c2cc1Cl	-4	77*	0.6	5	95	-0.2	-3	-4	-0.1	10
O=C1/C(=C/c2ccccc2F)SC(=S)N1CC(=O)N1CCCCC1c1cccnc1 (stereo not drawn)	-1	7	-0.6	5	98	-0.5	-8	4	-0.3	11
COc1cc(Cl)ccc1OCc1cc(C(=O)N2CC[C@@H]3CCCC[C@H]3C2)no1	-8	-9	0.5	-7	99	1.0	2	-3	-0.2	-4
CC(=O)NCCNC(=O)C1(C)Cc2c(-c3ccccc3)ccnc2O1 (stereo not drawn)	-4	-10	-1.4	-5	97	0.4	-1	2	-0.1	0
O=C(CCn1c(=O)c2ccccc2n(CC(=O)NCCC2=CCCCC2)c1=O)NCc1ccco1	2	1	0.0	1	97	-3.2	1	-1	2.0	9
O=C1c2ccccc2C(=O)N1c1nccs1	1	12	1.9	7	100	-0.9	-1	7	0.5	-7
O=C(O)c1cc(NC(=S)NC(=O)C(c2ccccc2)c2ccccc2)ccc1Cl	2	-2	9.0	5	90	-2.4	0	0	0.0	17
COCCCNC(=O)C(F)(F)C(F)(F)C(=O)NCCCOC	-1	-2	9.6	2	114	-1.8	1	-1	0.1	15
Cc1ccc(S(=O)(=O)N2CCN(C3CC(=O)N(c4ccc(F)cc4)C3=O)CC2)cc1C (stereo not drawn)	0	0	1.3	-1	95	1.3	0	6	0.0	7
COc1ccc(N2C(=O)CC(N3CCN(c4ccccc4)CC3)C2=O)cc1 (stereo not drawn)	2	-4	0.9	-6	97	-1.1	2	-1	0.0	10
Cn1c(SCC(=O)N(C2CCCCC2)C2CCCCC2)nnc1-c1cccs1	-1	-4	-0.2	6	96	1.7	6	1	0.4	13
O=C(Cn1cnnn1)OCC(=O)c1ccc(Cl)s1	-3	2	0.5	-3	98	-1.5	1	0	1.9	4
COc1ccc2c(c1)Cc1sc(NC(=O)c3ccco3)nc1-2	2	12	-0.8	3	99	-0.7	0	8	0.0	16
Cc1cc(C)c2[nH]c(=S)cc(C)c2c1	8	-2	2.3	-1	93	-1.1	2	-3	-0.2	3
Cc1occc1-c1nnc(SCC(=O)c2c(N)n(Cc3ccccc3)c(=O)n(C)c2=O)n1C	2	1	2.6	2	91	-0.5	-1	0	0.0	3
COC(=O)c1[nH]c2ccc(F)cc2c1NC(=O)CCN1CC(C)OC(C)C1 (stereo not drawn)	16	-1	7.9	-5	99	-2.4	2	-3	-0.2	1
O=C(NCc1ccc2c(c1)OCO2)c1c(O)c2cccc3c2n(c1=O)CCC3	36	0	-3.6	8	107	2.2	-1	5	-0.1	-3
Cc1ccc(C(=O)NCC(=O)Nc2cccc(C(F)(F)F)c2)cc1	-4	-1	-2.0	0	102	15*	1	1	-0.1	10
CCOC(=O)N1CCN(C(=O)Cc2ccccc2[N+](=O)[O-])CC1	9	5	1.8	1	96	-1.8	-2	-4	-0.2	5
O=C(Nc1ccccc1N1CCOCC1)c1ccc2c(c1)C(=O)N(Cc1ccncc1)C2=O	6	-1	1.4	6	95	-1.3	1	3	0.4	1
CN1CCN(C(c2ccccc2)c2ccc(Cl)cc2)CC1 (stereo not drawn)	14	5	-2.4	3	100	0.1	-1	-6	0.4	1
Cc1cc(C)n2ncc(C(=O)O)c2n1	-1	-6	-0.4	-6	100	2.5	0	0	-0.3	22
CC(=O)Nc1cccc(/C(C)=N/NC(=O)c2cccc(S(=O)(=O)N3CCCC3)c2)c1	5	-3	-1.2	-3	72*	-1.0	6	1	0.0	3
Cc1ccsc1C(C(=O)NC(C)(C)C)N(Cc1ccco1)C(=O)c1csnn1 (stereo not drawn)	12	20	-0.8	-4	100	0.5	0	2	-0.1	2
CC(C)CCN1CC(O)=C(c2nc(-c3ccc(Cl)cc3)cs2)C1=N	4	-2	3.8	6	99	0.9	-1	-1	0.3	11
CCOc1ccc(-n2c(SCC(=O)Nc3ccc(OC)cc3OC)nc3c(c2=O)SCC3)cc1	-3	2	-0.5	8	97	-0.8	-1	0	0.2	17
O=C(COc1ccc(Cl)cc1)NCc1nnc(SCC(=O)Nc2ccc3c(c2)OCCO3)o1	0	-2	1.7	-1	87	-2.0	1	-2	-0.2	7
Cc1cc(C(=O)NCc2ccc(C(=O)O)o2)c(C)o1	5	1	0.5	13	106	-1.7	3	-1	0.1	8
Fc1ccc(Nc2ccc(-c3ccc(F)cc3)nn2)cc1	-14	2	-1.8	0	97	0.6	1	2	0.3	-4
CC1=NN(C(N)=S)C(C)(C)C1	-5	-6	0.6	0	98	-2.0	2	2	-0.1	10
CCc1cc2cc3c(cc2nc1SCC(=O)OC(C)C)OCO3	2	26	0.4	-4	100	2.1	0	2	0.8	1
O=C1OCc2ccc(NC(=O)C3CC3)cc21	-1	0	-0.5	7	80	2.5	0	-3	0.0	4
CCC(C)CN1C(=O)CN(S(C)(=O)=O)CC1(C)C(=O)NCc1ccccc1 (stereo not drawn)	nt	13	nt	5	nt	nt	nt	2	-0.1	nt
N#Cc1c(NC(=S)NC(=O)c2ccccc2)sc2c1CCC2	-3	?	0.9	-5	102	1.2	0	3	-0.3	20
CCN(CC)S(=O)(=O)c1ccc(N2CCOCC2)c(NC(=O)c2cc(-c3ccccn3)nc3ccccc23)c1	52*	-1	1.0	5	99	0.0	-7	9	-1.1	22
CCN(CC(=O)Nc1c(F)cccc1F)C(=O)c1nn(C)c(=O)c2ccccc12	-1	0	-0.5	-1	89	-1.3	1	-2	0.0	0
COc1cccc(N2CCN(c3nc(C)cc(=O)[nH]3)CC2)c1	-10	-6	-0.2	0	99	-2.0	-1	2	0.0	-1

Quoted at random: 2 records from the list, in no set order.
SMILES	H9c2 protect	Exocytosis inh	iPSC survival up	ABHD5-PLIN5 inh	ABCB6 inh MLPCN	MC4R ag barr	N-glyco inh	m5-HT2A agonist	aDG glyco act	MC4R antag cAMP
CCC(C)CN1C(=O)CN(S(C)(=O)=O)CC1(C)C(=O)NCc1ccccc1 (stereo not drawn)	nt	13	nt	5	nt	nt	nt	2	-0.1	nt
COc1cccc(N2CCN(c3nc(C)cc(=O)[nH]3)CC2)c1	-10	-6	-0.2	0	99	-2.0	-1	2	0.0	-1

Additional results follow.
SMILES	H9c2 protect	Exocytosis inh	iPSC survival up	ABHD5-PLIN5 inh	ABCB6 inh MLPCN	MC4R ag barr	N-glyco inh	m5-HT2A agonist	aDG glyco act	MC4R antag cAMP
CCCCn1nnnc1C(c1ccccc1)N1CCN(c2ncc(C(F)(F)F)cc2Cl)CC1 (stereo not drawn)	nt	6	-0.5	-16	100	nt	nt	1	0.0	nt
O=C(CCl)N(Cc1cccc([N+](=O)[O-])c1)c1cccc(Cl)c1	-8	-2	-3.0	6	101	20*	12	-1	-0.8	9
C=CCOc1cc(OC)c(OC)c(OC)c1	6	-1	1.2	-3	92	-1.4	3	3	0.1	1
COCc1cc(C)nc(N2CCCCC2)c1C#N	-4	-1	-1.3	-1	99	-0.8	-2	-3	-0.1	-6
CC(C)N1CCc2c(sc(NC(=O)c3nc4ccccc4s3)c2C(N)=O)C1	11	13	1.5	0	116	-2.7	-7	-1	0.7	-4
COc1ccccc1CNC(=O)c1[nH]c(C)c(C(C)=O)c1C	6	1	0.4	2	94	-0.3	1	2	0.1	5
O=C(c1cc(Cl)cc(Cl)c1)N1CCC2CC1c1cc(N3CCCCC3)ccc12 (stereo not drawn)	-22	3	1.2	-4	100	-0.5	-1	-6	-0.3	8
